FBW7 activator = FBW7 E3 ligase activators, primary screen, biochemical, AlphaScreen, human | AlphaScreen FBW7–phospho-cyclin E peptide binding, activator screen | F-box/WD repeat-containing protein 7 (Homo sapiens), Q969H0 | normalized activity (activation), % at 26.1 µM | 650,000 tested, 0.13% active; in the data active = normalized activity above about 1.9%;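 note: purified mutant Fbw7 with reduced substrate affinity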
Target sequence (Q969H0 whole entry, looked up): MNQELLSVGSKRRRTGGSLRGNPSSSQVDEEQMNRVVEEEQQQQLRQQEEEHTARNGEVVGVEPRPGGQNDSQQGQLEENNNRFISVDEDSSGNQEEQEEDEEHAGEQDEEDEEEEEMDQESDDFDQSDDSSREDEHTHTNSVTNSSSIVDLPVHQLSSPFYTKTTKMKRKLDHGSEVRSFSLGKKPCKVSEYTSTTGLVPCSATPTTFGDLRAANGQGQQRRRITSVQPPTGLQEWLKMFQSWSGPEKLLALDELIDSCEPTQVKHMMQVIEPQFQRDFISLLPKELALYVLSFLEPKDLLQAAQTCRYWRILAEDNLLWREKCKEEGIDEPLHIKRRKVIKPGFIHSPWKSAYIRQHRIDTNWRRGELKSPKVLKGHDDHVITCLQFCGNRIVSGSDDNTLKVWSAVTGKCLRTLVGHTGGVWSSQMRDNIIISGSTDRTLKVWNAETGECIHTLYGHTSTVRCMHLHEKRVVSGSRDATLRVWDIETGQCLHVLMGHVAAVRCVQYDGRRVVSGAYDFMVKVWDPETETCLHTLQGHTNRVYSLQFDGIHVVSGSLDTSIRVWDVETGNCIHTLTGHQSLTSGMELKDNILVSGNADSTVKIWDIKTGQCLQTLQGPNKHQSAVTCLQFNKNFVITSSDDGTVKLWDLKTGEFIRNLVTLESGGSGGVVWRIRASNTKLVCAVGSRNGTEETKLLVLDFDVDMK
GPR151 ag = activators of human GPR151, primary screen, cell-based, PathHunter beta-arrestin, luminescence | G-protein coupled receptor 151 (Homo sapiens), Q8TDV0 | PathHunter beta-arrestin GPR151 cells | activation, % at 11.2 µM | 650,000 tested, 1% active | AID 1508602, 2020; in the data active = activation above about 4.9%;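 note: 0% = median of compound wells and 100% = cells with positive control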
Target sequence (Q8TDV0 whole entry, looked up): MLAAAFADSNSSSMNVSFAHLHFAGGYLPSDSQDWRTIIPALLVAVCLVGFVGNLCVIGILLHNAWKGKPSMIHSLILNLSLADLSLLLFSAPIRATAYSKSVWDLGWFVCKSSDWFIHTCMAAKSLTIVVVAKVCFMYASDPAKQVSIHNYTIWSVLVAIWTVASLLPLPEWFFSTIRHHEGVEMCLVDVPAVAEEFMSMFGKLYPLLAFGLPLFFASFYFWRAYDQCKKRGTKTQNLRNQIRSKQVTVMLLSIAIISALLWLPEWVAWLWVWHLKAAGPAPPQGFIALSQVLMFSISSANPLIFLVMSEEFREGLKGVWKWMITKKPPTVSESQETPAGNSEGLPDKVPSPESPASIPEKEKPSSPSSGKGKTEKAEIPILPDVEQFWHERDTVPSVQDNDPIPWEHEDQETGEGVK
TEAD-YAP block = TEAD-YAP interaction inhibition, primary screen, TEAD-YAP interaction inhibitor project, luminescence, HEK-TIYL cells; TEAD-Gal4/YAP UAS-luciferase luminescence; inhibition, % at 9.12 µM; 640,000 tested, 1.4% active; AID 1259422, 2018; in the data active = inhibition above about 32%;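 note: 0% = median of test compound wells and 100% = reference inhibitor wells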
MITF primary = MITF inhibitors, primary screen, biochemical, AlphaScreen, human. Microphthalmia-associated transcription factor (Homo sapiens), O75030. AlphaScreen MITF homodimerization, bead proximity signal. inhibition, % at 2.6 µM. 650,000 tested, 0.91% active; in the data active = inhibition above about 50%;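 note: 0% = vehicle wells with protein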
Starred values were filed as active, the others as inactive.

For N/N=C/C1=C(N2CCOCC2)C(=C\c2ccc(Cl)cc2)/CC1 the results were FBW7 activator 0.1, GPR151 ag 1.8, TEAD-YAP block 1.2 and MITF primary 11.4.
For O=C(Nc1ccc2c(c1)CCC2)c1cc([N+](=O)[O-])nn1Cc1ccccc1 the results were FBW7 activator 0.0, GPR151 ag 2.2, TEAD-YAP block -28.5 and MITF primary 5.5.
For CCOC(=O)c1c(-c2cc(Cl)c(OC)c(Cl)c2)oc2ccc(O)cc12 the results were FBW7 activator 1.0, GPR151 ag -0.9, TEAD-YAP block -5.5 and MITF primary 3.0.
Screening C/C(=C\c1nsc(Nc2ccc(Cl)cc2)n1)NCC1CCCO1 (configuration not stated) returned FBW7 activator -0.2, GPR151 ag -1.1, TEAD-YAP block -35.5 and MITF primary 0.5.
Screening CCOC(=O)c1sc(NC(=O)C(C)Oc2ccccc2Br)c(C(=O)OCC)c1C (configuration not stated) returned FBW7 activator 0.0, GPR151 ag 0.0, TEAD-YAP block -5.6 and MITF primary -5.6.
COc1cccc(/C(O)=C(\C#N)C(=O)Nc2ccc(F)cc2F)c1 was read as FBW7 activator 0.1, GPR151 ag -1.7, TEAD-YAP block -13.6 and MITF primary -9.3.
Screening Cc1cccc(C)c1Nc1snc(N)c1C#N returned FBW7 activator 0.3, GPR151 ag 1.0, TEAD-YAP block 6.2 and MITF primary 11.9.
Screening CCOC(=O)C1=C(C)NC(=O)NC1c1cc(OC)ccc1OC (configuration not stated) returned FBW7 activator -0.1, GPR151 ag 0.5, TEAD-YAP block 14.3 and MITF primary 0.5.
`CC(C)c1ccc(NC(=O)NCCNc2nc3cc4c(cc3cc2C#N)OCO4)cc1` gave FBW7 activator 0.6, GPR151 ag 3.7, TEAD-YAP block 6.9 and MITF primary 11.3.
`O=C(CCN1CCN(C/C=C/c2ccccc2)CC1)Nc1ccc(F)cc1` gave FBW7 activator 0.1, GPR151 ag 0.1, TEAD-YAP block 0.7 and MITF primary -4.2.
`COC(=O)c1ccc2c(=O)n(CCCCCC(=O)O)c(=S)[nH]c2c1` gave FBW7 activator 0.2, GPR151 ag -0.9, TEAD-YAP block 18.3 and MITF primary 1.2.
Screening Cc1cc2nnn(C[C@@H](C)NC(=O)CCn3nnc4ccccc43)c2cc1C returned FBW7 activator 0.0, GPR151 ag -1.0, TEAD-YAP block 7.2 and MITF primary -0.5.
`CCN(CC)CCn1c(=S)[nH]c2cc(OC)c(OC)cc2c1=O` gave FBW7 activator -0.1, GPR151 ag -1.5, TEAD-YAP block 3.7 and MITF primary 2.2.
COCCNC(=O)CN(C(=O)CCC(=O)Nc1ccccn1)c1ccc(C)cc1C was read as FBW7 activator 0.1, GPR151 ag 0.1, TEAD-YAP block 6.0 and MITF primary -5.8.
CC(=O)C1=C(O)C(=O)N(CC#N)C1c1ccc(F)cc1 (configuration not stated) was read as FBW7 activator -0.1, GPR151 ag -0.4, TEAD-YAP block -2.3 and MITF primary 0.4.
`Cc1ccc(-c2n[nH]c(=O)c3ccccc23)cc1S(=O)(=O)NC1CCCCC1` gave FBW7 activator 0.2, GPR151 ag 0.1, TEAD-YAP block -0.2 and MITF primary -11.8.
For O=C(Nc1ccc(S(=O)(=O)C(F)F)cc1)c1cc(F)c(F)c(F)c1F the results were FBW7 activator 0.1, GPR151 ag -0.1, TEAD-YAP block 36.9* and MITF primary 8.4.
Screening CCOC(=O)C1CCCN(S(=O)(=O)c2ccc(Br)c(OC)c2)C1 (configuration not stated) returned FBW7 activator 0.2, GPR151 ag 1.3, TEAD-YAP block 7.0 and MITF primary 20.2.
`Cc1cccc(OCCCC(=O)Nc2ncn[nH]2)c1` gave FBW7 activator 0.1, GPR151 ag 3.3, TEAD-YAP block 0.9 and MITF primary -8.8.
CCC(C)NC(=O)c1cn(CC)c2ccc(S(=O)(=O)N3CC(C)CC(C)C3)cc2c1=O (configuration not stated) was read as FBW7 activator -0.7, GPR151 ag 0.2, TEAD-YAP block 2.0 and MITF primary 0.6.

Looked up one by one from the list above:
For O=C(Nc1ccc2c(c1)CCC2)c1cc([N+](=O)[O-])nn1Cc1ccccc1 the results were FBW7 activator 0.0, GPR151 ag 2.2, TEAD-YAP block -28.5 and MITF primary 5.5.
For O=C(Nc1ccc(S(=O)(=O)C(F)F)cc1)c1cc(F)c(F)c(F)c1F the results were FBW7 activator 0.1, GPR151 ag -0.1, TEAD-YAP block 36.9* and MITF primary 8.4.

Remaining list, next part
Screening O=C(CSc1ccsc1[N+](=O)[O-])Nc1cccc(Cl)c1 returned FBW7 activator -0.4, GPR151 ag -0.9, TEAD-YAP block 12.0 and MITF primary 48.2.
For COC(=O)CSc1nnc2c(n1)[nH]c1ccc(F)cc12 the results were FBW7 activator 0.3, GPR151 ag 0.5, TEAD-YAP block 0.3 and MITF primary 11.2.
`O=C(Cn1cnc2sc3c(c2c1=O)CCCC3)NC1CCCCC1` gave FBW7 activator 0.0, GPR151 ag -0.6, TEAD-YAP block 2.2 and MITF primary 21.1.
O=C(O)CCC1CC(=O)Nc2ccccc21 (configuration not stated) was read as FBW7 activator -0.1, GPR151 ag -0.3, TEAD-YAP block 1.2 and MITF primary 12.2.
`CCc1ccc(C2C(C#N)=C(N)N(c3ncn[nH]3)C3=C2C(=O)CC(C)(C)C3)cc1` (configuration not stated) gave FBW7 activator 0.2, GPR151 ag 0.5, TEAD-YAP block 0.8 and MITF primary 3.4.
CCOC(=O)c1cccc(C(=O)Oc2cccc(OC(=O)c3cccc(C(=O)OCC)n3)c2)n1 was read as FBW7 activator 0.1, GPR151 ag 0.9, TEAD-YAP block 6.5 and MITF primary -5.8.
For COc1ccc(-c2nnn(CC(=O)NCc3ccc(C)cc3)n2)cc1OC the results were FBW7 activator 0.1, GPR151 ag 0.1, TEAD-YAP block 5.6 and MITF primary 16.6.
For COc1cccc(-c2noc(C3CCCN(C(=O)Nc4ccc(F)cc4)C3)n2)c1 (configuration not stated) the results were FBW7 activator -0.1, GPR151 ag -1.0, TEAD-YAP block -18.2 and MITF primary 7.6.
`CC(C)(C)CC(=O)Nc1ccc(N2CCCCS2(=O)=O)cc1` gave FBW7 activator -0.1, GPR151 ag 1.7, TEAD-YAP block -36.4 and MITF primary 6.6.
For COc1ccc(C(=O)N(CCCN2C(=O)c3cccc4cccc(c34)C2=O)c2ccccc2OC)cc1 the results were FBW7 activator 0.0, GPR151 ag 0.5, TEAD-YAP block 0.6 and MITF primary -5.6.
Screening O=C(Oc1cccc(NC2=NS(=O)(=O)c3ccccc32)c1)c1ccc(Cl)cc1Cl returned FBW7 activator -0.1, GPR151 ag -0.8, TEAD-YAP block -2.3 and MITF primary -3.3.
For O=C(Nc1ccc(Cl)cc1Cl)c1cc(S(=O)(=O)N2CCN(c3ccccc3)CC2)ccc1F the results were FBW7 activator -0.1, GPR151 ag 0.8, TEAD-YAP block -2.8 and MITF primary -3.1.
COc1cc(N=Cc2c(O)[nH]c(=S)[nH]c2=O)cc(OC)c1 was read as FBW7 activator 0.7, GPR151 ag 0.2, TEAD-YAP block 10.0 and MITF primary -3.1.
CCCNC(=O)c1cnc(Nc2ccc(-n3ccnc3)cc2)s1 was read as FBW7 activator -0.1, GPR151 ag -1.2, TEAD-YAP block -7.9 and MITF primary -1.5.
For CC1CCC2(CC1)NC(=S)N(C)N2 (configuration not stated) the results were FBW7 activator -0.1, GPR151 ag -1.0, TEAD-YAP block 1.2 and MITF primary 3.3.
CCCC(C)C(=O)Nc1ccccc1Cl (configuration not stated) was read as FBW7 activator 0.0, GPR151 ag -1.3, TEAD-YAP block 6.5 and MITF primary -2.6.
Screening COc1cccc(-n2cc(C(=O)Nc3ccccc3C(N)=O)c3ccccc3c2=O)c1 returned FBW7 activator 0.2, GPR151 ag -1.1, TEAD-YAP block 19.1 and MITF primary -6.8.
For CC(C)N(CCNc1nc(Nc2nccc3ccccc23)nc2c1ncn2CCN1CCCC1=O)C(C)C the results were FBW7 activator 0.2, GPR151 ag 4.5, TEAD-YAP block 0.0 and MITF primary 6.0.
`CCOc1cc(/C=c2\sc3n(c2=O)C(c2ccccc2OC)C(C(C)=O)=C(C)N=3)ccc1O` (configuration not stated) gave FBW7 activator -0.2, GPR151 ag -0.7, TEAD-YAP block -6.1 and MITF primary -10.2.
Screening Fc1ccc(-c2cc(NC3CC3)nc(-c3ccncc3)n2)cc1 returned FBW7 activator 0.0, GPR151 ag 1.6, TEAD-YAP block 13.6 and MITF primary 3.8.

Filtered by structure: those above with a cyano group.
COc1cccc(/C(O)=C(\C#N)C(=O)Nc2ccc(F)cc2F)c1 was read as FBW7 activator 0.1, GPR151 ag -1.7, TEAD-YAP block -13.6 and MITF primary -9.3.
Screening Cc1cccc(C)c1Nc1snc(N)c1C#N returned FBW7 activator 0.3, GPR151 ag 1.0, TEAD-YAP block 6.2 and MITF primary 11.9.
`CC(C)c1ccc(NC(=O)NCCNc2nc3cc4c(cc3cc2C#N)OCO4)cc1` gave FBW7 activator 0.6, GPR151 ag 3.7, TEAD-YAP block 6.9 and MITF primary 11.3.
CC(=O)C1=C(O)C(=O)N(CC#N)C1c1ccc(F)cc1 (configuration not stated) was read as FBW7 activator -0.1, GPR151 ag -0.4, TEAD-YAP block -2.3 and MITF primary 0.4.
`CCc1ccc(C2C(C#N)=C(N)N(c3ncn[nH]3)C3=C2C(=O)CC(C)(C)C3)cc1` (configuration not stated) gave FBW7 activator 0.2, GPR151 ag 0.5, TEAD-YAP block 0.8 and MITF primary 3.4.

The list goes on:
`Cc1ccc(-c2csc(NC(=O)CSc3nnc(C)s3)n2)cc1` gave FBW7 activator 0.0, GPR151 ag 0.2, TEAD-YAP block -21.4 and MITF primary 1.5.
Screening O=C(NCC1CCCN(Cc2ccc(CO)o2)C1)c1cccc2ccccc12 (configuration not stated) returned FBW7 activator -0.1, GPR151 ag 0.6, TEAD-YAP block -6.0 and MITF primary -12.3.
Screening O=C(Nc1ccc(-c2nc3ccccc3o2)cc1)c1ccc(S(=O)(=O)N2CCCC2)cc1 returned FBW7 activator -0.1, GPR151 ag 1.0, TEAD-YAP block 5.9 and MITF primary -2.5.
Screening CN(C(=O)CSc1nnc(-c2ccco2)o1)C1CCCCC1 returned FBW7 activator 0.1, GPR151 ag 0.3, TEAD-YAP block -51.8 and MITF primary 23.1.
`O=C(Nc1nnc(CCS(=O)(=O)c2ccc3ccccc3c2)s1)c1ccccc1Cl` gave FBW7 activator 0.1, GPR151 ag -0.8, TEAD-YAP block -11.7 and MITF primary 10.7.
`O=C(Nc1ccc(F)c(F)c1)c1c(O)c2cccc3c2n(c1=O)CC3` gave FBW7 activator 0.1, GPR151 ag 2.4, TEAD-YAP block 2.6 and MITF primary -3.6.
For COc1ccc(Nc2nc(-c3cc4ccccc4o3)cs2)cc1 the results were FBW7 activator -0.1, GPR151 ag 0.9, TEAD-YAP block -71.7 and MITF primary 8.9.
For Cc1cc(C)c(N(CC(=O)NCc2ccccc2)C(=O)c2csnn2)c(C)c1 the results were FBW7 activator -0.1, GPR151 ag 1.1, TEAD-YAP block 21.5 and MITF primary 4.2.
For COP(=O)(OC)c1nc(-c2cccc([N+](=O)[O-])c2)oc1NCc1ccc2c(c1)OCO2 the results were FBW7 activator -0.1, GPR151 ag 0.4, TEAD-YAP block -9.0 and MITF primary 7.9.
`O=C(Cc1cn(-c2ccc(Nc3ccc4ncccc4c3)nn2)c2ccccc12)NCCCN1CCCC1=O` gave FBW7 activator 0.1, GPR151 ag -2.4, TEAD-YAP block -1.1 and MITF primary 1.9.
Cn1c(CNC(=O)Cc2ccccc2)nnc1SCC(=O)N1N=C(c2ccc(Br)cc2)CC1c1ccc(F)cc1 (configuration not stated) was read as FBW7 activator -0.1, GPR151 ag 0.4, TEAD-YAP block 4.7 and MITF primary -0.1.
`CN1Cc2cc(C(=O)c3cc(F)ccc3O)cnc2NC1=O` gave FBW7 activator 0.0, GPR151 ag -1.0, TEAD-YAP block 8.4 and MITF primary -2.1.
For O=C(CSc1nnc(-c2ccccc2)o1)c1ccc2c(c1)OCCO2 the results were FBW7 activator -0.1, GPR151 ag -0.8, TEAD-YAP block -6.3 and MITF primary -9.1.
For Cc1ccc(CN2CCN3C(=O)[C@@H]4CCCN4C(=O)[C@H]3C2)cc1F the results were FBW7 activator 0.1, GPR151 ag 1.3, TEAD-YAP block -12.4 and MITF primary -8.4.
`Cn1c(=O)n(CC(=O)N2CCCCC2)c2cccnc21` gave FBW7 activator 0.0, GPR151 ag -0.2, TEAD-YAP block 5.6 and MITF primary 14.3.
`O=C1CCN(C(=O)c2n[nH]c3c2CCC3)CCN1Cc1cccc(C(F)(F)F)c1` gave FBW7 activator 0.2, GPR151 ag -0.8, TEAD-YAP block 5.8 and MITF primary -2.0.
For COc1cc([N+](=O)[O-])ccc1NC(=O)CN(C)S(=O)(=O)c1ccc2ccccc2c1 the results were FBW7 activator 0.0, GPR151 ag -2.1, TEAD-YAP block -5.6 and MITF primary -8.7.
`CCOc1cccc(N2C(=O)/C(=C/c3ccc(OC)cc3)C(=O)NC2=S)c1` gave FBW7 activator -0.2, GPR151 ag -1.0, TEAD-YAP block 3.9 and MITF primary 13.3.
COc1ccccc1C1=N/C(=C\c2cccc(I)c2)C(=O)O1 was read as FBW7 activator -0.1, GPR151 ag 0.2, TEAD-YAP block 8.2 and MITF primary 12.3.
For Cc1cc(F)ccc1NC(=O)CCS(=O)(=O)c1ccc2c(c1)SCC(=O)N2 the results were FBW7 activator 0.3, GPR151 ag -0.4, TEAD-YAP block 22.0 and MITF primary 9.6.
For CCOC(=O)c1c(C)n(C)c2ccc(OC(=O)c3ccccc3Br)cc12 the results were FBW7 activator 0.9, GPR151 ag -1.3, TEAD-YAP block 0.6 and MITF primary -22.4.

Screening data as filed in PubChem.

An unsorted share of the library. Share with any hit: about 3.4%.
